# PTHR1 ag = activates the human parathyroid hormone receptor PTHR1. Q03431. HEK293 GP2 PTHR1 cells, GloSensor cAMP luminescence, 1 h. Potency, µM (series often up to 115 µM), inactives show at the highest dose activation, usual class: activators. actives 0.075% (n = 410,000). AID 743266; further: potency means the concentration at half of the fitted maximal effect; nearly all actives have a fitted effect of over 55% in size; some results filed as inactive show a strong effect at the top dose; inactives centre near -15; many of its hits are not listed in these tables
# Target sequence (Q03431 whole entry, looked up): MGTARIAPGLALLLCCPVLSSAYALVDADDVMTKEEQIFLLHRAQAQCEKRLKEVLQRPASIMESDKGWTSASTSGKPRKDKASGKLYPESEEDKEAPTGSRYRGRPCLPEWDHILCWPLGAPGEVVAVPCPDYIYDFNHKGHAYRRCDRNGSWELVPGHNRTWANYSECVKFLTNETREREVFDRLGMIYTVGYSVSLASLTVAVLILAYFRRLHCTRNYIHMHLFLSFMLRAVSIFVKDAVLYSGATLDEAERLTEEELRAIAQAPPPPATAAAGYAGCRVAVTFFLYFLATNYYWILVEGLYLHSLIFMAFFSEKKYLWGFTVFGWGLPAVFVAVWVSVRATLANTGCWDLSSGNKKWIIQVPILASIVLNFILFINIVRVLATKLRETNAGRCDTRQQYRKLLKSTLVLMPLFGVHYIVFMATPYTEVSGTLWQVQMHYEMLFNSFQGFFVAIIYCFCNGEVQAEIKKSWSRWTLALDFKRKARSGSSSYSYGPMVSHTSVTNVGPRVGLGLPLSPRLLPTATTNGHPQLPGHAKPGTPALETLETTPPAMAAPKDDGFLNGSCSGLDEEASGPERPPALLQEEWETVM
#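 HEK-293-derived GP2 cells expressing PTHR1 and a GloSensor cAMP reporter, 3,000/well, plated overnight, given luciferin plus IBMX (each 0.5 mM as added) for 1 h at 37 °C, then compound for 1 h at 37 °C. Luminescence was read after 15 min at room temperature.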
# pAkt inh = Akt phosphorylation inhibition | actives 0.32% (n = 360,000) | activity change, % for hits at 50 µM | Neuro2A IGF-stimulated pAkt S473 HTRF, 20 min; stronger effect = lower value; in the data active means activity change below about -80%; inconclusive means mostly about -51% to -80%; further: on the % scale 0 is the no-effect control and ±100 the full control effect
#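 Neuro2A cells (4,500/well, DMEM with 0.5% FBS) were treated with compound at a single 50 µM final concentration, stimulated with 6 nM IGF for 20 min at 37 °C, and lysed. Phospho-Akt Ser473 was read by HTRF as 665/615 ratio ×10^4.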
# CCT modulator = cytosolic chaperonin activity modulation; actives 0.3% (n = 360,000); purified chaperonin ATPase assay, HTRF ADP detection, 30 min; activity change, % (concentration not given with the values), hits read low; AID 651819; in the data active means activity change below about -30%; further: on the % scale 0 is the no-effect control and ±100 the full control effect
#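 ATPase activity: ADP formed was measured by HTRF Transcreener (665/615 nm ratio) after 30 min at 37 deg C with 10 uM ATP. Compounds screened at one 76 uM concentration against 40 or 20 nM TRiC in Tris pH 7.4/KCl/MgCl2/DTT buffer.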
# EPAC2 antagonist = EPAC2 (human) antagonism; Q8WZA2; EPAC2 GEF exchange of Rap1B-BODIPY-GDP, fluorescence; Potency, µM (top dose mostly 114 µM), for inactives: at the highest dose activity, negative = inhibition, hits mostly inhibitors; actives 0.18% (n = 360,000); AID 720708; further: potency means the concentration at half of the fitted maximal effect; on the % scale 0 is the no-effect control and ±100 the full control effect; nearly all actives have a fitted effect of over 45% in size; many of its hits are not listed in these tables
# D3 antag = antagonists of human D3 dopamine receptor; P35462; D3R cells, DiscoveRx beta-arrestin luminescence, antagonist mode; stronger effect = lower value; max response, negative = inhibition, %; actives 2.5% (n = 360,000); AID 652054; in the data active means max response below about -50%; inconclusive means no clear call, values can overlap the other calls; further: on the % scale 0 is the no-effect control and ±100 the full control effect; mostly tested at two doses, the higher about 12 µM
# Target sequence (P35462 whole entry, looked up): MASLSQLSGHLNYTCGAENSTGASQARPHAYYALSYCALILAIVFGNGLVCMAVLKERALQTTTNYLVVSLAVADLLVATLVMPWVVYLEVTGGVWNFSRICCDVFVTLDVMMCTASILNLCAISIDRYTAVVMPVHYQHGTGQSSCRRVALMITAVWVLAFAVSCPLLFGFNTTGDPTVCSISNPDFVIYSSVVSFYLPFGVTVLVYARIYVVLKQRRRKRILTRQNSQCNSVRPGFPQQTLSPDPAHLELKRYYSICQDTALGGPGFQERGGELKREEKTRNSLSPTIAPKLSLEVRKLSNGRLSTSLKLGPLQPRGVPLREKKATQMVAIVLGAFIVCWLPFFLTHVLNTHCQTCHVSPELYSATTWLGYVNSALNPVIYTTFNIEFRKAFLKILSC
#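 Cells plated overnight at 1500 cells/well, then exposed to library compounds with dopamine controls for 90 minutes at 37 degrees C. DiscoveRx reagent added for 30–60 minutes at room temperature; luminescence read, quantitative HTS format.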
# DRD3 agonist = activates the human D3 dopamine receptor. P35462. D3R DiscoveRx beta-arrestin cells, luminescence, 90 min. max activation, %. actives 0.58% (n = 410,000). AID 652048; in the data active means max activation above about 30%; further: 0% is about no effect; mostly tested at two doses, the higher about 12 µM
#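 Agonist-mode cell screen: cells plated at 1500/well and incubated overnight at 37 °C, then exposed to library compounds for 90 min at 37 °C. Detection reagent was added for 30–60 min at room temperature, and luminescence was read.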
# Mm-Cpn inhibitor = blocks the Methanococcus maripaludis chaperonin Mm-Cpn. Potency, µM (highest dose often 76.9 µM), for the others: at the top dose activity, negative = inhibition, usual class: inhibitors. actives 0.031% (n = 330,000). purified Mm-Cpn ATPase, ADP Transcreener TR-FRET. AID 504842; further: potency means the concentration at half of the fitted maximal effect; on the % scale 0 is the no-effect control and ±100 the full control effect; nearly all actives have a fitted effect of over 80% in size
#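 Measured: ADP formation by purified Mm-CPN. Conditions: 25 nM protein, 10 uM ATP, Tris pH 7.4 with Mg2+, K+ and DTT, 37°C for 30 min. Detection: Transcreener HTRF after 30 min at room temperature.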
# EPAC2 ag = EPAC2 (human) agonism; Q8WZA2; Potency, µM (highest dose often 154 µM), for inactives: at the top dose activation, most hits filed as activators; EPAC2 activation, biochemical qHTS; response scale: 100% = 6.5 mM cAMP response; actives 0.079% (n = 360,000); AID 720711; further: potency means the concentration at half of the fitted maximal effect; nearly all actives have a fitted effect of over 50% in size
#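 Setup: EPAC2 100 nM, labeled Rap1B complex 250 nM, free GDP 50 uM. Compound titrations pinned in, brief spin, 5 min room temperature incubation. Kinetic fluorescence read over 30 min, normalized to 6.5 mM cAMP.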
# Active calls of the source: *; i = inactive; ? = inconclusive; . = not tested or not shown; & = joins results of further samples; [ ] = dose if it differs, or a comment. Unless noted, the call rests on the fitted dose curve; in most records, active means well fitted curve in the direction sought with a large enough effect; inconclusive means small, poorly fitted or top-dose-only effect, or another doubt; inactive means no such curve, though single readings can be large; an effect the other way counts as inactive or inconclusive.
no.	smiles	PTHR1 ag	pAkt inh	CCT modulator	EPAC2 antagonist
1	C=CCn1cnc2c(c1=O)c1nc3ccccc3nc1n2/N=C/c1cccc(OC)c1	i	i	-0.9	1%
2	CCC(=O)N1CCN(CCN=CC2=C(O)CC(C)(C)CC2=O)CC1	i	i	0.5	13%
3	COc1ccc(CN2C(=O)c3ccccc3C2C(=O)NCCc2ccccc2)c(OC)c1 (stereo not drawn)	-5%	i	-0.5	-5%
4	O=C(NC1CCCCC1)C1CN(S(=O)(=O)c2ccccc2)CCN1S(=O)(=O)c1ccccc1 (stereo not drawn)	i	i	1.2	-3%
5	O=C(Nc1ccc(-c2nc3ccccc3[nH]2)cc1)c1ccco1	-52%[57.5 µM]	i	-0.7	-9%
6	COc1cccc(NC(=O)CSCC(=O)O)c1	i	i	0.8	-3%[57.1 µM]
7	Cc1ccc(-n2sc3ccccc3c2=O)cc1S(=O)(=O)N1CCCCC1	i	i	-3.4	1%
8	COCC(C)n1c(SCC(=O)N2CC(=O)Nc3ccccc32)nc2ccccc2c1=O (stereo not drawn)	-69%[inhibitor]	i	0.4	14%

no.	D3 antag	DRD3 agonist	Mm-Cpn inhibitor	EPAC2 ag
1	-11	-9	-2%	6%
2	-3	15	2%	2%
3	-14	8&-1	1%	1%
4	-14	23	-1%	7%
5	10	6	-5%	2%
6	5	1	0%	-5%
7	?	-49	-6%	-4%
8	-26	4	0%	6%

# Next results
no.	smiles	PTHR1 ag	pAkt inh	CCT modulator	EPAC2 antagonist
9	CC(OC(=O)c1nc(-c2ccccc2)n(-c2ccccc2)n1)C(=O)Nc1cc(Cl)cc(Cl)c1 (stereo not drawn)	i	i	-1.6	-11%
10	CC[n+]1cc(C)ccc1/C=C/c1ccc(N(C)C)cc1	-90%[inhibitor]	i	-4.2	4%
11	O=C(c1cc(-c2ccc(Cl)cc2)nc2ccccc12)N1CCC1	-9%	i	3.5	-5%
12	Cc1cccc(N2CCN(C(=O)c3cc4n(n3)C(C(F)(F)F)CC(c3ccco3)N4)CC2)c1C (stereo not drawn)	i	.	0.8	2%
13	CCn1c2ccc(CC(=O)O)cc2c2cc(CC(=O)O)ccc21	i	.	-7.3	-2%
14	CCCOc1ccc(C2C(=O)N(C3CCCCCC3)CC(=O)N2Cc2ccco2)cc1OC (stereo not drawn)	i	i	-0.8	-5%
15	CCCc1c(C(=O)N/N=C/c2c(OC)ccc3ccccc23)nnn1-c1nonc1N	-10%	i	0.1	3%
16	NC(=O)[C@H]1CC2(CC(c3cccc(NC(=O)COc4ccc(Cl)cc4)c3)=NO2)CN1C(=O)Cc1ccc([N+](=O)[O-])cc1 (stereo partly drawn)	-47%[inhibitor]	i	0.5	0%

no.	D3 antag	DRD3 agonist	Mm-Cpn inhibitor	EPAC2 ag
9	0	-10	2%	20%
10	13	1	-8%	3%
11	3	4	2%	2%
12	10	9	1%	0%[15.6 µM]
13	12	3	1%	6%
14	-7	2	0%	-5%
15	21	1	-4%	-1%
16	0	-3	-5%	5%

# Going on with the list.
no.	smiles	PTHR1 ag	pAkt inh	CCT modulator	EPAC2 antagonist
17	CCC(Oc1ccccc1)C(=O)Nc1nc2c(s1)C(=O)CC(C)(C)C2 (stereo not drawn)	i	i	1.8	-4%
18	Cc1ccc([N+](=O)[O-])cc1N(CC(=O)N1CCCCC1)S(C)(=O)=O	-16%	i	-7.2	0%
19	Cc1ccc(NC(=O)Cn2nnc(-c3ccccc3-n3cnnn3)n2)c(C)c1	i	i	-1.9	-6%
20	CC(=O)c1ccc(S(=O)(=O)NCc2nnnn2-c2ccccc2)cc1	i	.	0.9	-10%
21	COc1ccccc1N1CCN(CC(O)c2ccc3cc[nH]c3c2)CC1 (stereo not drawn)	i	i	-3.9	0%
22	CCOC(=O)/C(=C\C=C\c1ccccc1)NC(=O)c1ccccc1	-86%[inhibitor]	i	-0.8	-7%
23	N#Cc1ccccc1S(=O)(=O)N1CCN(C(=O)CN2CCCC2c2cccs2)CC1 (stereo not drawn)	-10%	i	0.1	2%
24	O=C(CC1C(=O)N(c2ccccc2)C(=S)N1c1ccccc1)c1ccccc1 (stereo not drawn)	-21%	i	-3.8	-3%[57.1 µM]

no.	D3 antag	DRD3 agonist	Mm-Cpn inhibitor	EPAC2 ag
17	17	-1	-5%	-6%
18	-21	-6	-3%	10%
19	-3	3	-3%	7%
20	1	0	0%	2%
21	-82*	-15	1%	5%
22	29	2	0%	18%
23	-3	-4	-11%	9%
24	-26	-2	-1%	24%

# Full records as entered above. Screens in order: PTHR1 ag	pAkt inh	CCT modulator	EPAC2 antagonist	D3 antag	DRD3 agonist	Mm-Cpn inhibitor	EPAC2 ag
# Cc1ccc(-n2sc3ccccc3c2=O)cc1S(=O)(=O)N1CCCCC1 in the list: i	i	-3.4	1%	?	-49	-6%	-4%
# CCCc1c(C(=O)N/N=C/c2c(OC)ccc3ccccc23)nnn1-c1nonc1N in the list: -10%	i	0.1	3%	21	1	-4%	-1%
# CC(=O)c1ccc(S(=O)(=O)NCc2nnnn2-c2ccccc2)cc1 in the list: i	.	0.9	-10%	1	0	0%	2%
# CCOC(=O)/C(=C\C=C\c1ccccc1)NC(=O)c1ccccc1 in the list: -86%[inhibitor]	i	-0.8	-7%	29	2	0%	18%
# CC[n+]1cc(C)ccc1/C=C/c1ccc(N(C)C)cc1 in the list: -90%[inhibitor]	i	-4.2	4%	13	1	-8%	3%

# Next part.
no.	smiles	PTHR1 ag	pAkt inh	CCT modulator	EPAC2 antagonist
25	CC(C)(C)NS(=O)(=O)c1cc(C(=O)O)ccc1Cl	i	i	1.9	-1%
26	Cc1ccc(NC(=O)/C(C#N)=C(\N)C(Cl)(Cl)Cl)nc1	-34%[inhibitor]	i	0.2	-26%
27	Clc1ccc(-c2noc(CCCc3ccccc3)n2)cc1	-21%	.	-2.4	-4%
28	Cc1cc(C)nc(Sc2ccc(/C=C(\C#N)C(N)=O)o2)n1	i	i	-0.7	8%
29	CCN(CC)c1cccc(OC(=O)c2cccnc2Cl)c1	-15%	i	-1.9	-17%
30	CCOC(=O)N1CCC(NC(=O)C2CCN(S(=O)(=O)c3cccs3)CC2)CC1	i	i	1.7	7%
31	CS(=O)(=O)N(Cc1ccccc1Cl)c1ccc(C(=O)NCc2cccnc2)cc1	-11%	i	-0.1	-10%
32	O=C(Nc1cccc(C(=O)N2CCOCC2)c1)c1ccccc1Cl	-7%	i	-0.9	11%

no.	D3 antag	DRD3 agonist	Mm-Cpn inhibitor	EPAC2 ag
25	1	3	0%	-1%
26	6	0	-1%	-6%
27	19	-6	1%	16%
28	-5	-1	-2%	0%
29	7	5	-1%	7%
30	-6	15	-1%	-1%
31	-2	-14	3%	5%
32	-17	-9	?	?

# Going on with the list.
no.	smiles	PTHR1 ag	pAkt inh	CCT modulator	EPAC2 antagonist
33	CS(=O)(=O)c1ccc2nc(NC(=O)Nc3ccccc3F)sc2c1	i	i	0.1	9%
34	CCc1nnc(NC(=O)c2nc(S(=O)(=O)Cc3ccccc3)ncc2Cl)s1	-21%	i	0.1	5%
35	CNC(=O)CCc1nc(-c2ccc(C(C)(C)C)cc2)no1	-26%	i	-0.1	3%
36	Cc1ccc(C(=O)Nn2cnc3ccccc3c2=O)cc1C	-21%	i	0.1	-1%
37	Cc1cc(C)nc(N2CCCC(C(=O)NCC(c3ccccc3)c3ccccc3)C2)n1 (stereo not drawn)	-13%	i	-0.5	6%
38	COCCn1c(SCC(=O)c2c(-c3ccccc3)n(C)c3ccccc23)nnc1-c1ccncc1	i	i	0.9	-23%
39	CC1=CC(c2ccccc2)n2nc(N3C(=O)C4CC=CCC4C3=O)nc2N1 (stereo not drawn)	i	i	-0.2	-1%
40	OCCNc1ncnc2c1ncn2[C@H]1CN(Cc2ccc3c(c2)OCO3)C[C@@H](CO)O1	i	i	0.2	16%

no.	D3 antag	DRD3 agonist	Mm-Cpn inhibitor	EPAC2 ag
33	0	-2	1%	1%
34	0	-9	4%	8%
35	14	6	2%	-11%
36	-10	-2	-2%	11%
37	4	1	0%	-5%
38	5	-1	-4%	-1%
39	14	-6	-2%	0%
40	28	5	.	3%

# Other compounds:
no.	smiles	PTHR1 ag	pAkt inh	CCT modulator	EPAC2 antagonist
41	COc1cccc(CNC(=O)[C@@H]2CCCN2C(=O)[C@@H]2CCCN2S(=O)(=O)c2ccc(OC)c(C)c2)c1	i	i	1.4	-8%
42	Cc1ccc(S(=O)(=O)N2CC(=O)Nc3ccccc32)c(C)c1NS(C)(=O)=O	i	i	2.7	4%
43	CCn1c(Cn2nnc(-c3ccccc3)n2)nnc1SCC(=O)Nc1ccc(C(C)=O)cc1	-12%[57.5 µM]	i	-3.6	-2%
44	O=C(O)CC12CC3CC(C1)CC(n1ncc(NCc4ccccc4)c(Cl)c1=O)(C3)C2	i	i	-0.2	-2%
45	CCN1C(=O)CC(Sc2ccccc2C(=O)O)C1=O (stereo not drawn)	?	i	-0.1	-3%
46	CN=c1scc(-c2ccccc2F)n1/N=C(\C)c1cccnc1	i	i	0.6	2%
47	CC1(C)CC(=O)c2ccc(OCc3ccc([N+](=O)[O-])cc3)cc2O1	-47%[inhibitor]	i	3.5	-6%
48	CC(/C=C1\SC(=S)N(CC(=O)N2CCN(c3ccccc3)CC2)C1=O)=C\c1ccccc1	i	i	-1.0	-3%
49	COc1ccc(N2CCOCC2)c(NC(=O)COc2cccc(C)c2C)c1	-22%	i	-3.4	-9%
50	CCOC(=O)c1c(-c2cccs2)csc1NC(=O)CN1CC(C)OC(C)C1 (stereo not drawn)	-21%[57.5 µM]	i	-2.0	-10%
51	N=c1c(C(=O)NC2CCCCC2)cc2c(=O)n3ccccc3nc2n1Cc1ccco1	-11%	i	1.4	1%

no.	D3 antag	DRD3 agonist	Mm-Cpn inhibitor	EPAC2 ag
41	-5	4	.	-3%
42	19	-2	1%	2%
43	-9	-4	1%	6%
44	8	5	2%	10%
45	9	13	-1%	1%
46	-9	2	0%	21%
47	5	-5	2%	16%
48	1	-13	0%	-4%
49	-7	-3	-6%	2%
50	3	-14	0%	-3%
51	-5	0	0%	6%

# Assay outcomes deposited in PubChem by National Center for Advancing Translational Sciences (NCATS).

# Some of the compounds tested, so the mix of outcomes need not match the whole.
